Screening data: PubChem BioAssay, National Center for Advancing Translational Sciences (NCATS)
Tb PGK inh: qHTS Assay to Find Inhibitors of Phosphoglycerate Kinase; PGK/GAPDH coupled, Kinase-Glo luminescence, 60 min; AID 602233, 2012; hit rate 0.043% among 380,000; Phosphoglycerate kinase, glycosomal (Trypanosoma brucei brucei), P07378; Potency, µM (top dose mostly 57.5 µM), for inactives: at the highest dose activity change, negative = inhibition, actives largely listed as inhibitors; note: % is set by controls: 0 for no effect and ±100 for the full control effect; nearly all actives have a fitted effect of over 60% in size
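Recombinant glycosomal PGK reaction used 1,3-bisphosphoglycerate generated in-well by GAPDH (100nM final) in 100mM TEA pH 7.6, 5mM MgCl2, 0.01% Tween-20. After 60 minutes at room temperature, ATP was read by Kinase-Glo Plus luminescence end-point.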
RGS4 inh: Inhibitors of Regulator of G Protein Signaling (RGS) 4: qHTS | Transcreener GDP fluorescence polarization, RGS4-accelerated GTP hydrolysis | Potency, µM (top dose mostly 114 µM), for the others: at the top dose activity change, negative = inhibition, actives largely listed as inhibitors | hit rate 0.039% among 390,000 | AID 504845, 2011; note: % is set by controls: 0 for no effect and ±100 for the full control effect; nearly all actives have a fitted effect of over 75% in size; some results filed as inactive show a strong effect at the top dose
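MLSMR compounds (23 nl, pin-transferred) preincubated 10 min at room temperature with a 500nM (2x) first reagent, then RGS4 at 900nM (2x) plus Transcreener GDP mix added; fluorescence polarization (620/688 nm) read before and after 90 min at 30 °C.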
Pin1 inhibitor: qHTS Assay to Find Inhibitors of Pin1 | hit rate 0.009% among 390,000 | Peptidyl-prolyl cis-trans isomerase NIMA-interacting 1 (Homo sapiens), Q13526 | Potency, µM (titrated, usually from 115 µM), without a hit: at the highest dose activity, negative = inhibition, usual class: inhibitors | Pin1 FP peptide displacement, HiFluor488, 10 min; active = well fitted inhibition curve with a large enough effect in the polarisation, with a control signal flat, not every such curve was filed as active; inconclusive = small, poorly fitted or top-dose-only effect, or effect the other way, or a change in a side signal; inactive = no such curve, though single readings can be large or run the other way; the % refers to the polarisation; note: % is set by controls: 0 for no effect and ±100 for the full control effect
Target sequence (Q13526 whole entry, looked up): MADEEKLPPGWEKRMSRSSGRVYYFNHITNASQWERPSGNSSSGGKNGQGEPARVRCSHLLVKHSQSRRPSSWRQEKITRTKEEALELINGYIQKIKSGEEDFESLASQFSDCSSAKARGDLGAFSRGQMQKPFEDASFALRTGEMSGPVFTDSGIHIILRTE
ALOX12 inh: Primary qHTS assay for inhibitors of human arachidonate 12S-lipoxygenase (ALOX12): Round 2. Polyunsaturated fatty acid lipoxygenase ALOX12 (Homo sapiens), P18054. purified 12hLO, xylenol orange hydroperoxide absorbance. Potency, µM (titrated, usually from 108 µM), for inactives: at the highest dose activity change, negative = inhibition, hits mostly inhibitors. hit rate 1.1% among 580,000. AID 1671190, 2021; note: % is set by controls: 0 for no effect and ±100 for the full control effect
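Purified human 12hLO at 150 nM in 25 mM Hepes, 0.01% Triton X-100, pH 7.0, preincubated 15 min at room temperature with compound. Reaction started with 40 uM arachidonic acid, 30 min at room temperature. Hydroperoxide measured by Fe-xylenol orange, 573/405 nm absorbance ratio.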
ERG-DNA inh: qHTS for Small Molecule Inhibitors of the ERG Ets/DNA interaction; Transcriptional regulator ERG (Homo sapiens), P11308; Potency, µM (highest dose often 76.9 µM), for inactives: at the top dose FP activity, negative = inhibition, most hits filed as inhibitors; fluorescence polarization, His-ERG Ets domain / labelled DNA; hit rate 0.028% among 370,000; active = well fitted inhibition curve with a large enough effect in the polarisation, with a control signal flat; inconclusive = small, poorly fitted or top-dose-only effect, or effect the other way, or a change in a side signal; inactive = no such curve, though single readings can be large or run the other way; the % refers to the polarisation;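 note: polarization taken with two DNA probes labelled with fluorescein and Texas red; % of control where 0% means no effect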
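His-tagged ERG Ets domain (1 uM in the protein solution; 300mM KCl, 50mM Tris-HCl, 1mM EDTA, 1mM DTT, pH 7.5) received compound, then a probe mix of 5 nM fluorescein-DNA and 100nM Texas-615-DNA. Fluorescence polarization was read for both dyes.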
HP1b binding inh: HTS for Inhibitors of HP1-beta Chromodomain Interactions with Methylated Histone Tails; Chromobox protein homolog 1 (Homo sapiens), P83916; AlphaScreen HP1-beta / biotin-H3K9me3 peptide binding; hit rate 0.56% among 390,000; Potency, µM (titrated, usually from 114 µM), without a hit: at the highest dose activity change, negative = inhibition, hits mostly inhibitors; AID 540317, 2011; note: nearly all actives have a fitted effect of over 70% in size; inactives centre near 23
Target sequence (P83916 whole entry, looked up): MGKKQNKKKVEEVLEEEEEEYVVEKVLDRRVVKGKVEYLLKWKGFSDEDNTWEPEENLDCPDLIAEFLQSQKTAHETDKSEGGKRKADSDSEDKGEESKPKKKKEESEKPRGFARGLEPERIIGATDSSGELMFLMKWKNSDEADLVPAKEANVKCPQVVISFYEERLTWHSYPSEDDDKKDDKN
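HP1-beta protein (50 nM final) preincubated 30 min at room temperature with biotinylated H3(1-18)K9me3 peptide (50 nM) in PBS pH 7.4, 0.01% Tween-20, then compound added for 30 min. AlphaScreen streptavidin donor/nickel chelate acceptor beads (10 ug/mL final), 30 min dark, luminescence read.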
rTrxR1 inhibitor: qHTS Assay for Inhibitors of Mammalian Selenoprotein Thioredoxin Reductase 1 (TrxR1): qHTS; Potency, µM (series often up to 114 µM), inactives show at the highest dose activity change, negative = inhibition, most hits filed as inhibitors; recombinant rTrxR1, NADPH fluorescence consumption, selenite substrate; hit rate 1% among 390,000; AID 588453, 2011; note: % is set by controls: 0 for no effect and ±100 for the full control effect; nearly all actives have a fitted effect of over 65% in size
Target sequence (O89049 whole entry, looked up): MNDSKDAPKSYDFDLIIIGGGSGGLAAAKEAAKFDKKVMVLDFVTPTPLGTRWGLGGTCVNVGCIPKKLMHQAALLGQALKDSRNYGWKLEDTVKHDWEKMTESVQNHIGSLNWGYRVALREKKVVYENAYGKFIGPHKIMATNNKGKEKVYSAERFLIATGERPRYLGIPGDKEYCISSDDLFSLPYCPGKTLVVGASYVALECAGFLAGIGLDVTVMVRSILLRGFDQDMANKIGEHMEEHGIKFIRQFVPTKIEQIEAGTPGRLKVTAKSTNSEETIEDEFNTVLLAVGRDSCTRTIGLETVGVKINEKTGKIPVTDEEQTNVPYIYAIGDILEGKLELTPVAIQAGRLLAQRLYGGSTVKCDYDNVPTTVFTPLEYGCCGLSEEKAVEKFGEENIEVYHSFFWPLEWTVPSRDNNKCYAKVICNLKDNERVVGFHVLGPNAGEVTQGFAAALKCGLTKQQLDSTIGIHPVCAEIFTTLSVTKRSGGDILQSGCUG
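Rat TrxR1 (90 nM in the dispensed reagent) was pre-reduced with 400 uM NADPH for 5 min at room temperature, then incubated with compound for 15 min. After 400 uM selenite was added, NADPH fluorescence (Ex 340/Em 450 nm) was followed for 8 min.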
JMJD2A Tudor: qHTS Assay for Inhibitors of JMJD2A-Tudor Domain; AlphaScreen JMJD2A-Tudor / H3K4me3 peptide binding; Potency, µM (series often up to 114 µM), inactives show top-dose activity change, negative = inhibition, most hits filed as inhibitors; hit rate 4.4% among 390,000; note: % is set by controls: 0 for no effect and ±100 for the full control effect; nearly all actives have a fitted effect of over 50% in size
GLS inh: qHTS for Inhibitors of Glutaminase (GLS); Potency, µM (highest dose often 45.5 µM), without a hit: at the top dose activity change, negative = inhibition, usual class: inhibitors; GLS enzymatic activity, qHTS titration; AID 624170, 2012; hit rate 0.21% among 410,000; note: % is set by controls: 0 for no effect and ±100 for the full control effect
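Compounds were pin-transferred onto hKGA, after which L-glutamine (1 mM solution) and a detection mix of glutamate oxidase, HRP and Amplex Red were added. Initial and 30 min RT fluorescence reads were collected.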
The depositor's hits bear a star; i = inactive; ? = inconclusive; nt = no result given; & = joins results of further samples; [ ] = another dose, or the depositor's remark. Unless noted, calls come from the whole dose curve; as a rule, active = well fitted curve in the direction sought with a large enough effect; inconclusive = small, poorly fitted or top-dose-only effect, or another doubt; inactive = no such curve, though single readings can be large; an effect the other way counts as inactive or inconclusive. Potency is the fitted concentration of half-maximal effect. A portion of the library; count on the stated rates, not on these rows.

SMILES	Tb PGK inh	RGS4 inh	Pin1 inhibitor	ALOX12 inh	ERG-DNA inh	HP1b binding inh	rTrxR1 inhibitor	JMJD2A Tudor	GLS inh
Cc1cc(C)cc(NC(=O)N2CCC(NC(=O)c3ccccc3C)CC2)c1	-3%	-23%	-1%	-18%	-7%	25%	13%	1%	1%
CC(C)C(=O)N1CC(=O)Nc2ccc(F)cc2C1c1ccc(F)cc1 (stereo unspecified)	7%	10%	3%	0%	2%	17%	11%[57.1 µM]	5%	-9%
CCOc1ccc(-n2c(SCC(=O)NC(C)CC)nc3n[nH]c(C)c3c2=N)cc1 (stereo unspecified)	-1%	-25%	2%	nt	-13%	16%	14%[57.1 µM]	-6%	-1%
Cc1ccc(-c2nc(CN3CCCCC3c3cccc(F)c3)c(C)o2)o1 (stereo unspecified)	-5%	25%	40%[activator]	0%	10%	-21%	6%[57.1 µM]	?	6%
Cc1cc(C(=O)Nc2ccc(N3CCCCC3)cc2)no1	-14%	-40%	-1%	129%[activator]	-1%	-18%	10%[57.1 µM]	?	1%
COC(=O)Cn1ncc2c3ccccc3n(C)c2c1=O	-4%	28%	-2%	22%	4%	10%	-23%	-2%	10%
CCOCCCn1c(=NC(C)=O)c(C(=O)OCC)cc2c(=O)n3ccccc3nc21	-10%&-1%	4%&-8%	-12%&0%	1%	0%&13%	22%&17%	7%[11.4 µM]	-11%&-11%	4%&1%
CC(=O)NC1=CC(=C[N+](=O)[O-])C=C1O	-2%	-20%	8%	1%	0%	13%	11%[11.4 µM]	-12%	13%
Cc1ccc(C)n1-c1ccc(-c2nnc3n2CCCCC3)s1	-11%	-44%	0%	29%	-10%	11%	-8%	-13%	15%
O=C(CCc1nc(-c2ccccc2)no1)Nc1cccc(C(=O)NC2CC2)c1	6%	3%	-2%	0%	7%	35%	9%	-3%	-7%
Cc1ccc(NS(=O)(=O)c2cccc(C(=O)N/N=C/c3c(C)nn(-c4ccccc4)c3N3CCCC3)c2)c(C)c1	-3%	2%	7%	-9%	-2%	19%	-5%	-18%	0%
Cc1cc(C)nc(OC(=O)c2c(Cl)cc(Cl)cc2Cl)n1	4%	-8%	-2%	-23%	0%	64%[activator]	17%[57.1 µM]	14%[57.1 µM]	0%
Cc1cc(C(=O)N(NC(=O)C(C)C)c2ccccc2)cs1	-4%	15%	6%	2%	-11%	27%	-2%[57.1 µM]	-10%	-3%
Cc1cc(Br)ccc1NC(=O)C(C)c1ccc([N+](=O)[O-])cc1 (stereo unspecified)	nt	10%	-2%	-3%	0%	20%	26%	-13%	-2%
CCOC(=O)c1noc2ncnc(N3CCC(C)CC3)c12	3%	-17%	-2%	-10%	-4%	48%[activator]	12%[57.1 µM]	-8%	2%
Cc1ccc(S(=O)(=O)N2CCCCC2CCNC(=O)C(=O)Nc2ccccc2F)cc1 (stereo unspecified)	-2%	7%	-5%	7%	-1%	31%	24%	-14%	-1%
O=C1CC(C(=O)Nc2ccc(F)cc2)n2cnnc2N1 (stereo unspecified)	1%	18%	0%	-19%	0%	8%	-15%[57.1 µM]	-9%	-19%
N/C(=N\c1nc2c(c(=O)[nH]1)CCCC2)Nc1ccc(Oc2ccccc2)cc1	-4%	44%	9%	1%[57.4 µM]	nt	7%	36%	-11%	0%
NC(=O)c1c(NC(=O)c2ccco2)sc2c1CCC2	nt	-20%	6%	2%	nt	28%	-13%	-2%	-3%
CCC1CCCCN1CCCNC(=O)CC1Oc2ccc(C)cc2NC1=O (stereo unspecified)	-3%	-6%	0%	375%[activator]	8%	57%[activator]	-5%[57.1 µM]	-10%	-5%
CCC(Sc1nc2cc3c(cc2c(=O)n1CCCC(=O)NCc1ccc(OC)cc1)OCO3)C(=O)NCCCOC (stereo unspecified)	-2%	-1%	6%	2%	0%	50%[activator]	19%[57.1 µM]	-1%	8%
Cc1ccc(-c2csc(NC(=O)CCCc3cccs3)n2)cc1	8%	-19%[11.4 µM]	4%	-6%	1%	5%	3%	-25%	40%[activator]
O=C(Nc1nc2ccc([N+](=O)[O-])cc2s1)c1ccc(S(=O)(=O)N2CCCc3ccccc32)cc1	-5%	-12%	23%	nt	-1%	30%	7%[57.1 µM]	-29%	5%
O=C(CSc1n[nH]c(-c2cccnc2)n1)Nc1ccc(Cl)cc1	5%	1%	-4%	-10%	4%	27%	14%	-4%	2%
COc1ccc(CN2CC(C(=O)NCCCN3CCCCC3)CC2=O)cc1 (stereo unspecified)	1%	-1%	0%	-27%	8%	31%	9%	-1%	-7%
CC1CCCN(S(=O)(=O)c2ccc3[nH]c4c(c3c2)CCCC4)C1 (stereo unspecified)	-3%	13%[11.4 µM]	-1%	?	-5%	?	13%	?	-12%
CCCC(C)NC1=NCCCCC1 (stereo unspecified)	nt	26%	-1%	-4%	nt	13%	10%	-3%	-2%
COc1ccc(CNC(=O)C2CCCN(S(=O)(=O)c3cccc4nsnc34)C2)cc1 (stereo unspecified)	2%&-4%	48%&-11%	?	-25%&-21%	1%&9%	33%&25%	28%&17%	-10%&-6%	-8%&-1%
COc1ccc(C2=C(C)C(=NCCCN3CCN(c4cc(C)ccc4C)CC3)NS2(=O)=O)cc1	-2%	-9%	?	?	4%	13%	14%	-15%	9%
C=CCC1C=C(C)CC(CC=C)N1 (stereo unspecified)	-1%	1%	-6%	0%	0%	40%[activator]	18%[57.1 µM]	3%	-6%
Cc1ccnc(N2CCCC(C(=O)Nc3cc(F)ccc3C)C2)n1 (stereo unspecified)	-8%	16%	-8%	-3%	-5%	20%	24%	-15%	-6%
C=CCN1C=CC=C/C1=C1\SC(=S)N(C)C1=O	3%	-17%	0%	?	10%	?	5%[57.1 µM]	-17%	0%
O=C(NCc1ccc(-c2nc3ccccc3s2)cc1)c1ccc(Br)o1	-10%	-3%	22%	-9%	3%	17%	7%	1%	3%
CN1CCN(Cc2cn(C)nc2-c2ccccc2F)CC1c1ccccc1 (stereo unspecified)	i	-8%	1%	8%	-1%	16%	13%[57.1 µM]	-7%	-1%
COc1cccc(C2C(C#N)=C(N)Oc3cc(C)[nH]c(=O)c32)c1OC (stereo unspecified)	i	6%	-8%	338%[activator]	4%	44%[activator]	-9%	-21%	7%
C/C(=N/NC(=O)c1ccco1)c1cccc(NC(=O)c2ccc(C)o2)c1	2%	-22%	1%	-3%	6%	8%	5%	-15%	-3%
Cc1cc(C)c2c(c1)NC(=O)C2(O)c1c[nH]c2ccccc12 (stereo unspecified)	i	11%	-4%	0%	2%	29%	6%	-18%	8%
CCOC(=O)c1cccc(N2CC3CNC(=O)C2(C(=O)OC)N3C)c1 (stereo unspecified)	-11%	31%	-7%	1%	-6%	21%	33%[57.1 µM]	-20%	2%
O=C(c1ccc(Br)cc1)C(CN1CCOCC1)c1ccccc1 (stereo unspecified)	-7%	?	1%	-18%	-8%	49%	?	13%	-5%
CCCCCCCC(=O)OCC(=O)[C@@]1(O)CC[C@H]2[C@@H]3CCC4=CC(=O)CC[C@]4(C)[C@H]3[C@@H](O)C[C@@]21C	i	18%	1%	-11%	1%	19%	23%	-22%	-1%
COc1ccc(OCc2nc(C#N)c(NCc3ccccc3Cl)o2)cc1	0%	-12%	5%	6%&-22%	2%	-18%	23%	?	12%
Cc1ccc2nc(NC(=O)C3CCN(S(=O)(=O)c4cnc[nH]4)CC3)sc2c1	-7%	25%	-11%	7%	10%	17%	-12%	-13%	6%
COc1ccc(-c2noc(CCC(=O)N3CCN(c4cccc(Cl)c4)CC3)n2)cc1	0%	17%	0%	-3%	-6%	22%	32%	-24%	1%
CC(C)C1Nc2ccc(C(=O)O)cc2C2C=CCC21 (stereo unspecified)	-6%	?	?	?	16%	?	?	32µM*	219%[activator]
CC/C(C)=N/Nc1cccc([N+](=O)[O-])c1	3%	27%	?	1.1µM*	-2%	6%	7%	-33%	-6%
COC(=O)c1ccc(N2CCN(c3ccccc3)CC2)nc1	3%	5%	2%	0%	3%	21%	40%[activator]	-11%	15%
